# SIAE primary: human SIAE inhibitors, primary screen, biochemical, fluorescence polarization, FP-Rh probe, 1536-well HTS | AID 1053197, 2014 | hit rate 0.69% among 370,000 | SIAE FP-Rh probe binding | inhibition, % at 9.66 µM;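 active means inhibition above a cutoff: mean of compounds within the control limits plus 3 SD of those, cut at about 17% in these data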;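 further: 0% = plate median of compound wells and 100% = probe without SIAE protein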
# Target sequence (Q9HAT2 whole entry, looked up): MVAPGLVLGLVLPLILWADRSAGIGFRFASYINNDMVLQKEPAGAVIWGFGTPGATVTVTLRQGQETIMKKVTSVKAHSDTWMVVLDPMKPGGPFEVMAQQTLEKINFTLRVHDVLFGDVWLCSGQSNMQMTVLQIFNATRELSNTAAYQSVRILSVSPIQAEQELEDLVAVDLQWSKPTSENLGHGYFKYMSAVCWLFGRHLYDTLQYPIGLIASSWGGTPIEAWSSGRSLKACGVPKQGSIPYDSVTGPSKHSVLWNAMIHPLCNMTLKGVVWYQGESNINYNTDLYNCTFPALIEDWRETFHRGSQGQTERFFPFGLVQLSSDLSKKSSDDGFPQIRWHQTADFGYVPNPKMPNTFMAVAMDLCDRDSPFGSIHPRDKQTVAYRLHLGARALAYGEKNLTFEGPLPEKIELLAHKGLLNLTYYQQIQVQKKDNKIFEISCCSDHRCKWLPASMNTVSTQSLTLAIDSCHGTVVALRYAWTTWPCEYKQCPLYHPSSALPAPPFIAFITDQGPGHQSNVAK
# ABHD4 inh: ABHD4 inhibitors, primary screen, biochemical, fluorescence polarization, mouse | (Lyso)-N-acylphosphatidylethanolamine lipase (Mus musculus), Q8VD66 | purified mABHD4, FP-Rh probe fluorescence polarization | inhibition, % at 8.92 µM | hit rate 0.54% among 370,000 | AID 720543, 2013;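 active means inhibition exceeding the mean over every tested compound plus 3 SD, cut at about 30% in these data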;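 further: 0% = plate median of compound wells and 100% = S159A mutant with DMSO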
#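 Assay system: mouse ABHD4 enzyme, wild type / Also added: fluorescent activity-based probe FP-Rh / Doses: single nominal dose of 8.92 µM, 0.89% DMSO final / Timing: 45 min compound pre-incubation plus 60 min probe step, 25 °C / Signal: FP readout, ex 525 nm / em 598 nm / Control set: S159A mutant/DMSO as 100%, compound-well median as 0%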
# HTRA1 inh: HTRA1 serine protease inhibitors, primary screen, biochemical, fluorescence polarization, HTS | AID 504803, 2011 | recombinant HTRA1, FP-rhodamine activity-based probe | hit rate 0.5% among 340,000 | inhibition, % at 5.96 µM | Q92743; in the data active means inhibition above about 36%;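 further: 0% = enzyme with DMSO and 100% = wells lacking enzyme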
# DDE Tn7 FP inh: inhibitors of Tn7 peptide binding to fibrin DD(E), primary screen, biochemical, fluorescence polarization, human fibrin, Tn7 probe. hit rate 0.13% among 370,000. FP displacement of FITC-Tn7 peptide from fibrin DD(E); 0% = median of compound wells per plate. Fibrinogen beta chain (Homo sapiens), P02675. inhibition, % at 8.3 µM;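 active means inhibition above the mean of compounds falling within the control limits plus 3 SD of them, cut at about 14% in these data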;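 further: 0% = plate median of compound wells and 100% = 10 µM Aha-Tn7 peptide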
#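 Assay system: Fibrin-DD(E) protein isolated from polymerized human fibrin clots; read-out basis: percent inhibition; medium: Tris/NaCl/CaCl2 buffer, pH 7.8; signal: FP measurement; incubation: 10 min plus 3 h, room temperature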
# PG9 Ab binder: binders of HIV-1 gp120 antibody PG9, primary screen, biochemical, TR-FRET; hit rate 0.43% among 360,000; inhibition, % at 6.7 µM; TR-FRET gp120-PG9 antibody binding; in the data active means inhibition above about 8.5%
# LEDGF integ inh: blockers of LEDGF/p75-dependent integrase strand transfer – biochemical, TR-FRET, high throughput, primary screen. AID 743269, 2014. HIV-1 integrase (with human LEDGF/p75). TR-FRET IN-LEDGF/p75 DNA integration, Eu/Cy5. inhibition, % at 3.7 µM. hit rate 0.64% among 370,000;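 active means inhibition above the screen-wide mean plus 3 SD, cut at about 13% in these data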;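 further: signal is the Cy5 over europium emission ratio at 671 and 618 nm; 0% = plate median of compound wells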
# TCR-CD3 inh: inhibitors of human TCR-CD3 interaction, primary screen, biochemical, fluorescence, TAMRA-labeled TCR probe; T-cell receptor (TCR); inhibition, % at 9.4 µM; hit rate 0.37% among 360,000; AID 651800, 2012; in the data active means inhibition above about 19%;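 further: recombinant mutant TCR 2C K166C tagged with TAMRA read by polarization; 0% = receptor in buffer alone and 100% = receptor with positive control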
# PRMT1 inh: PRMT1 methyltransferase inhibitors, primary screen, biochemical, fluorescence polarization. Protein arginine N-methyltransferase 1 (Homo sapiens), Q99873. recombinant PRMT1, activity-based probe fluorescence polarization. inhibition, % at 2.79 µM. hit rate 1.3% among 370,000. AID 652257, 2013;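 active means inhibition above about 21% made by adding two undisclosed values, limit read from the data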
# Target sequence (Q99873 whole entry, looked up): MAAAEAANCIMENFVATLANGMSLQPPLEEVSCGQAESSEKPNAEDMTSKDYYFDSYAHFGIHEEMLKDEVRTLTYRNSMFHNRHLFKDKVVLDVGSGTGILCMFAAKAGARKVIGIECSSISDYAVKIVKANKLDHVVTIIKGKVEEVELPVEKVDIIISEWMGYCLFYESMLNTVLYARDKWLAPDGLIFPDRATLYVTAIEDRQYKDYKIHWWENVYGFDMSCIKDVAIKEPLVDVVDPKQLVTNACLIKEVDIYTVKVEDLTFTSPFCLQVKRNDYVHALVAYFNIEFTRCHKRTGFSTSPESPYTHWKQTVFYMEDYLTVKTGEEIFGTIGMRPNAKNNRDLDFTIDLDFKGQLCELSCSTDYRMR
# UHRF1 binding: UHRF1 methylated DNA binding inhibitors, primary screen, counter-screen for MBD2 inhibitor project, biochemical, TR-FRET, human UHRF1, single concentration; UHRF1 binding to methylated oligo; AID 687016, 2013; hit rate 0.75% among 370,000; inhibition, % at 4.4 µM; in the data active means inhibition above about 21%;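 further: UHRF1 SRA domain binding a hemimethylated CpG hairpin DNA probe; 0% = median of test compound wells and 100% = reference inhibitor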
# TDP2 absorb: human TDP2 enzyme inhibitors, primary screen, biochemical, epi absorbance, recombinant enzyme. T5PNP hydrolysis, p-nitrophenol absorbance 415 nm. AID 720702, 2013. Tyrosyl-DNA phosphodiesterase 2 (Homo sapiens), O95551. inhibition, % at 12.8 µM. hit rate 0.34% among 370,000;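 active means inhibition above the mean of all tested compounds plus 3 SD, set per campaign, cut at about 25% in these data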;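 further: 0% = DMSO with enzyme and 100% = buffer with substrate but no TDP2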
#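 Test system: Human TDP2 enzyme | Reagent: 5 mM T5PNP | Compound dosing: 12.8 µM single point, 1% DMSO | Incubation: Enzyme reaction with compound for 2 h at 37 °C | Technique: p-Nitrophenol epi absorbance | Read-out: % inhibition relative to enzyme-containing and enzyme-free wells | Benchmarks: High control without enzyme, low control DMSO plus TDP2 | Replicates: Singlicate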
# * = called active by the depositor; x = not tested or not shown; & = joins results of further samples.
SMILES,SIAE primary,ABHD4 inh,HTRA1 inh,DDE Tn7 FP inh,PG9 Ab binder,LEDGF integ inh,TCR-CD3 inh,PRMT1 inh,UHRF1 binding,TDP2 absorb
O=C(O)C1CCC(Cn2c(SCc3cc(=O)n4cc(Cl)ccc4n3)nc3ccsc3c2=O)CC1 (centres undefined),3,5,5,-2,-1.0,6,4,-3,0,-3
CCc1ccccc1N(C(=O)c1snc(C(N)=O)c1N)C(C(=O)NCC1CCCO1)c1ccc(C)o1 (centres undefined),-2,11,-4,-1,4.4,2,3,3,-3,-11
COc1ccc(CCNC(=O)C(C)n2nc(C)c3c(C)n(-c4ccc(C)cc4)nc3c2=O)c(OC)c1 (centres undefined),-4,-2,2,2,-1.9,2,2,-9,-1,-13
CNS(=O)(=O)c1ccc2c(c1)oc(=O)c1cc(S(=O)(=O)NC)ccc12,1,-5,2,7,-1.0,4,2,-4,-2,9
COc1ccc(C(CC(=O)O)c2cc(OC)c(OC)c(OC)c2)cc1OC (centres undefined),0,3,-2,2,1.7,3,-2,1,-2,1
O=c1c2ccccc2cnn1Cc1ccc(Br)cc1F,-13,-17,-18,-3,-1.8,1,0,-4,2,-15
Clc1ccccc1C1=CC(c2ccco2)n2nnnc2N1 (centres undefined),1,3,-3,-1,-2.3,0,-7,3,1,-16
Cc1nc(SCc2ccccc2)c(C(F)(F)F)c(=O)[nH]1,-1,-4,-14,2,-0.2,1,3,-4,-1,-8
CCOCCOc1cccc(C(=O)NC(c2ccccc2)C(C)C)c1 (centres undefined),0,-6,-11,0,0.4,-2,1,0,-3,12
Cc1ccc(S(=O)(=O)Nc2c(C)n(C)n(-c3ccccc3)c2=O)c(C)c1,1,-4,11,2,-0.7,-1,2,-2,-2,-4
COc1cc(/C=C(\NC(=O)c2ccccc2)C(=O)NC(C(=O)O)c2ccccc2)cc(OC)c1OC (centres undefined),1,2,-5,4,-2.4,1,6,-3,0,3
COC(CNC(=O)c1ccc2c(c1)ncn2-c1cc(C)cc(C)c1)OC,-5,-5,2,1,0.2,-2,-1,0,-1,4
COc1ccc(CNC(=O)C[C@H]2C(=O)N(Cc3ccccc3)C[C@@H]2Cc2ccccc2)cc1,-4,1,-16,0,0.3,0,-3,2,1,-12
COc1cccc(OC2OC3COC(C)(C)OC3C(O)C2NC(C)=O)c1 (centres undefined),4,3,4,-6,0.7,-1,3,2,0,5
CC(C)(CN1CCNCC1)NS(=O)(=O)c1ccc(Cl)cc1,-10,-7,3,4,-1.0,8,9,0,2,-23
CCc1ccc(NC(=O)c2cnccn2)cc1,-4,2,3,2,0.6,-5,0,0,0,1
CN(c1ccccc1)c1nc(N)c([N+](=O)[O-])c(NCCO)n1,0,5,7,6,-0.5,0,-5,3,3,-6
CC(=O)COc1ccc2c(c1C)O/C(=C\c1ccco1)C2=O,0,15,0,4,-1.9,9,1,20,4,4
COc1ccc(/C=C/C(=O)Oc2cc(O)cc(O)c2)cc1,-8,8,-1,-2,-2.7,0,-4,2,0,-11
Cc1ccc(N(C)S(=O)(=O)c2cccc(C(=O)NC3CC(C)(C)NC(C)(C)C3)c2)cc1,-2,-1,-4,1,-1.0,5,0,-3,-2,-3
C=CCNC(=O)COc1cc(C)cc(C)c1C,-4,-1,-3,0,-0.6,1,4,-2,0,-10
COc1cccc(NC(=O)C2C3C=CC(O3)C2C(=O)O)c1 (centres undefined),2,7,7,-3,-3.5,3,3,-1,-3,2
CC(C)(C)C(=O)N1CCN(CCN2C(=O)c3cccc4cccc(c34)C2=O)CC1,-10,0,-2,4,0.1,-2,6,2,-1,-15
COc1ccc(C(=O)Nc2cc3c(cc2C(=O)O)OCCCO3)c(OC)c1,-30,35*,-16,-4,-3.1,-2,5,0,-1,-13
CS(=O)(=O)c1ccc(Cl)c(NC(=O)COC(=O)CNC(=O)c2ccc3ccccc3c2)c1,1,4,-2,3,1.9,-3,-3,2,-1,5

# Sorted by molar mass (low to high): some entries from above.
SMILES,SIAE primary,ABHD4 inh,HTRA1 inh,DDE Tn7 FP inh,PG9 Ab binder,LEDGF integ inh,TCR-CD3 inh,PRMT1 inh,UHRF1 binding,TDP2 absorb
C=CCNC(=O)COc1cc(C)cc(C)c1C,-4,-1,-3,0,-0.6,1,4,-2,0,-10
COc1ccc(/C=C/C(=O)Oc2cc(O)cc(O)c2)cc1,-8,8,-1,-2,-2.7,0,-4,2,0,-11
CC(=O)COc1ccc2c(c1C)O/C(=C\c1ccco1)C2=O,0,15,0,4,-1.9,9,1,20,4,4
CC(C)(CN1CCNCC1)NS(=O)(=O)c1ccc(Cl)cc1,-10,-7,3,4,-1.0,8,9,0,2,-23
O=c1c2ccccc2cnn1Cc1ccc(Br)cc1F,-13,-17,-18,-3,-1.8,1,0,-4,2,-15
COc1cccc(OC2OC3COC(C)(C)OC3C(O)C2NC(C)=O)c1 (centres undefined),4,3,4,-6,0.7,-1,3,2,0,5
Cc1ccc(S(=O)(=O)Nc2c(C)n(C)n(-c3ccccc3)c2=O)c(C)c1,1,-4,11,2,-0.7,-1,2,-2,-2,-4
COc1ccc(C(CC(=O)O)c2cc(OC)c(OC)c(OC)c2)cc1OC (centres undefined),0,3,-2,2,1.7,3,-2,1,-2,1
COc1ccc(CNC(=O)C[C@H]2C(=O)N(Cc3ccccc3)C[C@@H]2Cc2ccccc2)cc1,-4,1,-16,0,0.3,0,-3,2,1,-12
Cc1ccc(N(C)S(=O)(=O)c2cccc(C(=O)NC3CC(C)(C)NC(C)(C)C3)c2)cc1,-2,-1,-4,1,-1.0,5,0,-3,-2,-3
CS(=O)(=O)c1ccc(Cl)c(NC(=O)COC(=O)CNC(=O)c2ccc3ccccc3c2)c1,1,4,-2,3,1.9,-3,-3,2,-1,5
COc1cc(/C=C(\NC(=O)c2ccccc2)C(=O)NC(C(=O)O)c2ccccc2)cc(OC)c1OC (centres undefined),1,2,-5,4,-2.4,1,6,-3,0,3

# Additional records follow:
SMILES,SIAE primary,ABHD4 inh,HTRA1 inh,DDE Tn7 FP inh,PG9 Ab binder,LEDGF integ inh,TCR-CD3 inh,PRMT1 inh,UHRF1 binding,TDP2 absorb
COc1ccc(NC(C)=O)cc1S(=O)(=O)N1CCN(C(=O)c2ccccc2F)CC1,-5,2,-2,-6,-2.2,2,2,-2,4,-7
CCN(CC)CCN1C(=O)C(=O)/C(=C(/O)c2ccc(S(=O)(=O)N3CCOCC3)cc2)C1c1ccc(Cl)cc1 (centres undefined),2,-5,6,-9,1.9,6,3,-6,-3,-3
CC(=O)N1CCOc2ccc(S(=O)(=O)N3CCC(C(=O)Nc4ccc(C)cc4C)CC3)cc21,-5,1,2,0,0.5,-4,7,6,4,-16
COC(=O)[C@@]12C[C@@H](CC(=O)N3CCN(C(=O)c4ccco4)CC3)C(=O)N(Cc3ccco3)C1=CCC(C)(C)C2,-1,-2,x,1,-1.4,0,2,1,0,4
COc1ccc(OC)c(S(=O)(=O)N2CCCC(C(=O)NCc3ccccn3)C2)c1 (centres undefined),-3,-2,0,-5,-0.2,2,-6,5,0,-11
O=C(Cn1ncc(Cl)c(Cl)c1=O)NC(=O)NC1CCCCC1,-5,9,-1,11,-0.3,2,3,3,1,7
CN1CCN2c3ncccc3Cc3ccccc3C2C1 (centres undefined),0,3,8,-11,0.6,3,0,4,-1,-3
CN(C)Cc1c(O)ccc2oc(Cc3ccccc3)cc12,-4,-1,1,-4,-1.4,1,10,-1,-6,-1
COc1ccc(C(CNC(=O)CNC(=O)c2cccc(Cl)c2)N2CCCC2)cc1 (centres undefined),3,2,8,-3,-2.5,3,-6,-5,-4,-1
CCc1cc2c(=O)c(-c3nc4ccccc4[nH]3)coc2cc1OC(=O)N1CCOCC1,2,2,-3,1,-2.0,0,-5,-2,-1,6
CCN(CC)C(=O)CSc1n[nH]c(=S)n1N,5,4,-6,1,-0.3,2,6,-3,-1,7
O=C(c1cccs1)N1CC[C@H]2[C@H](CCCN2Cc2ccc(F)cc2)C1,-2,2,x,3,x,-3,x,1,1,4
CC1CC(C)CN(CCCNC(=O)c2ccc3nc(N4CCOCC4)sc3c2)C1 (centres undefined),-4,2,-3,-2,-1.4,0,3,-6,1,5
Cc1ccc(S(=O)(=O)c2ccc(NC(=O)c3c(F)cccc3F)cc2)cc1,-26,-59,-55,-4,-0.3,2,-7,7,8,-22
COc1ccc(Cl)cc1NC(=O)C1CC(c2ccccc2Cl)=NO1 (centres undefined),-1,7,1,-6,-0.2,5,7,-2,0,4
COc1ccc(/C=C/C(=O)O)cc1COc1cccc(C)c1,-1,-7,-8,-7,-1.4,2,-6,1,-1,7
Cc1csc(=Nc2c(C)n(C)n(-c3ccccc3)c2=O)n1Cc1ccccc1,3&7,-1&-3,0&-1,2&3,-0.8&-1.3,-1&-2,4&1,-7&-2,4&0,-14&0
NC(=O)CCC1NC(=S)N(Cc2ccccc2)C1=O (centres undefined),3,1,-1,-2,-1.0,-5,34*,5,-1,-9
CCOC(=O)NC1(C(F)(F)F)NC(=O)N(c2cccc(C(F)(F)F)c2)C1=O (centres undefined),0,8,4,-5,-3.0,0,3,-1,-2,4
C#CCN1C(C)=CC(=O)[C@@H](O)[C@H]1c1ccccc1Br,6,-1,-1,-2,-0.9,-2,2,-2,-1,13
COc1ccc(/C=C(/NC(=O)c2ccco2)C(=O)NCCc2ccccc2)cc1,6,-7,7,7,-0.6,-2,1,-4,-2,5
CSc1ccc(/C=C2\NC(=O)NC2=O)cc1,-9,1,x,-1,-1.5,-3,-8,3,-4,1
CCCCN(CCNP(=O)(OCC)OCC)CP(=O)(OCC)OCC,2,7,0,-1,-0.6,-3,3,-1,0,-9

# Compound activity (PubChem BioAssay)
